CCHFV vOTU inh – CCHFV vOTU protease inhibitors, primary screen, biochemical, Pep-AMC substrate, fluorescence. Crimean-Congo hemorrhagic fever virus L polyprotein viral ovarian tumor (vOTU) protease …. inhibition, % at 11.5 µM. actives 0.55% (n = 370,000). AID 651958, 2012; in the data active means inhibition above about 30%; further: 0% = vehicle wells with enzyme and 100% = no enzyme wells
PfHsp40 yeast – rescue of yeast from PfHsp40 toxicity, primary screen, S. cerevisiae, ATP luminescence. S. cerevisiae expressing PfHsp40, growth rescue. growth rescue, % at 12.5 µM. actives 0.68% (n = 340,000); in the data active means growth rescue above about 28%, passing the limit was not always enough; inconclusive means no clear call, values can overlap the other calls;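 further: yeast W303a lacking pdr1 and pdr3 grown in galactose medium; growth measured after three days at 30 °C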
Anthrax LF inh2 – Bacillus anthracis LF protease inhibitors, primary screen, biochemical, multiplex microsphere, MLPCN library. Lethal factor (Bacillus anthracis), P15917. inhibition, % at 10 µM. actives 0.12% (n = 360,000). multiplex microsphere protease cleavage assay; further: plate controls were buffer without enzyme for full effect and enzyme alone for no effect
SARS 3CLpro inh – SARS-CoV 3CLpro protease inhibitors, primary screen, biochemical, quenched FRET | actives 0.14% (n = 290,000) | Replicase polyprotein 1ab (Severe acute respiratory syndrome coronavirus), P0C6X7 | recombinant SARS-CoV 3CLpro, quenched FRET peptide cleavage | inhibition, % at 6 µM | AID 1706, 2009; in the data active means inhibition above about 12%
DUSP3 inh – VHR1 phosphatase inhibitors, primary screen, biochemical, absorbance, uHTS; Dual specificity protein phosphatase 3 (Homo sapiens), P51452; recombinant VHR phosphatase, pNPP absorbance; inhibition, % at 13.3 µM; actives 0.52% (n = 290,000); in the data active means inhibition above about 50%; further: some compounds called inactive have numbers as strong as hits
TcdB GH inh – TcdB glycohydrolase inhibitors, primary screen, biochemical, single point, plate reader | TcdB glycohydrolase enzymatic assay | actives 0.24% (n = 350,000) | inhibition, % at 9.99 µM | AID 652162, 2013 | Toxin B (Clostridioides difficile), P18177; in the data active means inhibition above about 10%
Vc quorum ag – inducers of Vibrio cholerae quorum light production without autoinducers, primary screen, BH1578 luxS cqsA deficient, single point; AID 588436, 2011; actives 0.16% (n = 350,000); V. cholerae BH1578 lux reporter, luminescence, 6 h; activation, % at 18.7 µM; in the data active means activation mostly above about 9.7%, no sharp cut-off; inconclusive means no clear call, values can overlap the other calls; inactive means mostly below about 3.7%; further: not every result past the cut was called active; inactives centre near 0; reference of the scale not given here
PriA SSB inh – inhibitors of Klebsiella pneumoniae PriA binding to SSB C-terminal tail, primary screen, biochemical, AlphaScreen | PriA–SSB C-terminal tail interaction (Klebsiella pneumoniae) | AID 1272365, 2023 | actives 0.6% (n = 430,000) | AlphaScreen SSBct-PriA binding, biotinylated peptide | inhibition, % at 33 µM; in the data active means inhibition mostly above about 37%, no sharp cut-off; inactive means mostly below about 20%;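 further: plate controls were negative control peptide for no effect and reference peptide for full effect; strong numbers were not always called active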
BoNT A protease – BoNT/A light chain protease inhibitors, primary screen, biochemical, flow cytometry, MLPCN library; Botulinum neurotoxin type A light chain protease (Clostridium botulinum A str. ATCC 3502); multiplex microsphere protease substrate cleavage; inhibition, % at 10 µM; actives 0.17% (n = 360,000); AID 588499, 2011; further: plate controls were buffer without enzyme for full effect and enzyme alone for no effect
Y pestis TopoI – Yersinia pestis topoisomerase I inhibitors, primary screen, biochemical, cleavage product accumulation, plate reader, single point; DNA topoisomerase I (Yersinia pestis CO92); Y. pestis Topo-I cleavage product accumulation; activity, % at 10 µM; actives 0.064% (n = 360,000); AID 504884, 2011; in the data active means activity above about 50%, passing the limit was not always enough; inconclusive means no clear call, values can overlap the other calls; further: inactives centre near 2
Active calls of the source: *; i = inactive; ? = inconclusive; . = not tested or not shown; & = joins results of further samples. Unless noted, no stated cut-off is given here; in the data, active means inhibition above about 30%; inconclusive means no clear call, values can overlap the other calls; inactive means below that.

SMILES	CCHFV vOTU inh	PfHsp40 yeast	Anthrax LF inh2	SARS 3CLpro inh	DUSP3 inh	TcdB GH inh	Vc quorum ag	PriA SSB inh	BoNT A protease	Y pestis TopoI
C=CCC[C@@H](Cc1ccc(F)cc1)C(=O)OC[C@H](Cc1c[nH]c2ccccc12)NC(=O)[C@H](CC=C)CC(=O)NCCO	10	22	4	.	.	0.9	i	6	-0.9	-5
N#CCSc1nc(Nc2ccc3c(c2)OCO3)c2ccccc2n1	.	1.7	-3	-2	33	2.4	-0.4	-7	-0.4	-14
CC(=O)c1cn(CC(=O)Nc2ccccc2)c2ccccc12	-6	1.5	-5	-4	-18	.	-0.4	0	-0.4	1
Cc1cc(-c2ccco2)n2c(nc3ccccc32)c1C#N	8	-0.7	-2	2	15	.	i	-5	0.9	1
COc1ccc(NC(=O)Cn2nnc(-c3ccccc3F)n2)cc1Cl	7	-0.4	-1	0	-12	.	.	-34	0.8	3
C[C@H](CO)N1C[C@H](C)[C@H](CN(C)C(=O)Nc2ccc(F)cc2)OCc2cnnn2CCCC1=O	-5	.	4	.	.	0.8&0.0	-0.3	.	-0.4	-1
CC(=O)Nc1ccc(C(=O)OCC(=O)N(C)C2CCCCC2)cc1	-1	-0.6	0	-4	-2	1.0	-0.6	-8	-0.7	4
CCCN1CCN(CCCNC(=O)C(CC)n2nc(C)n3c(cc4occc43)c2=O)CC1 (configuration not stated)	16	-0.1	-3	-4	1	1.6	2.0	5	0.9	-4
N#Cc1cc2c(nc1SCC(O)CS(=O)(=O)Cc1ccccc1)CCCC2 (configuration not stated)	-4	-2.2	-6	-1	30	-0.6	i	-11	0.0	20
O=C(c1ccccc1Oc1ccc(C(F)(F)F)cc1[N+](=O)[O-])N1CCOCC1	8	-0.5	-2	-1	5	2.5	i	-3	0.1	-10
COc1ccccc1C(=O)Nc1nc2ccccc2s1	15	-3.5	9	13*	12	0.4	i	-8	1.7	3
COc1cccc(N(C(=O)c2nc3nccc(C)n3n2)c2nc3ccccc3s2)c1	7	-0.4	1	7	34	2.9	-0.4	-38	-0.2	-3
O=C(COC(=O)c1cccc(S(=O)(=O)N2CCCC2)c1)Nc1ccccc1Cl	-2	0.9	.	.	.	-2.7	-0.2	-11	.	-4
CCCCn1c(=O)c(Cc2ccccc2)c(O)c2ccccc21	9	-0.7	3	-1	-6	.	-7.4	-8	-0.1	0
Cn1ncc([N+](=O)[O-])c1C(=O)NCc1ccccc1	-3	-0.8	0	7	-23	3.2	2.0	-1	-0.1	7
O=C(COc1ccc(Cl)cc1)NNC(=S)NCc1ccccc1	17	-2.1	7	-2	8	-0.6	-0.2	2	-0.4	-9
O=C1NC(=O)C(CSc2ccccc2)(c2ccccc2)N1 (configuration not stated)	-1	0.1	-2	.	.	2.0	2.9	-9	-0.8	-5
CCN(CC)CCCNC(=O)c1cc(Nc2ccc(OC)cc2)nc2ccccc12	-9	1.3	1	-3	9	0.8	0.5	3	-3.4	-11
CCN(C(=O)Cn1c(=O)oc2cc(S(=O)(=O)N3CCCC3)ccc21)c1ccc(OC)cc1	-6	-0.5	-4	0	-2	0.7	.	-6	-0.5	-3
CCOc1ccc(OCC)c(NC(=O)Nc2ccc3c(c2)N(C)C(=O)CS3)c1	-3	0.0	-3	-1	-2	0.1	-0.2	3	-0.5	3
CC(=O)Nc1ccc(NC(=O)c2ccc([N+](=O)[O-])cc2Cl)cc1	-3	-0.5	1	3	3	0.8	-2.3	9	0.5	0
CCn1c(SCC(=O)c2cc(OC)ccc2OC)nnc1C(C)C	2	-1.1	3	2	6	.	2.6	-11	0.1	-3
COc1ccc(-n2c(SCC(=O)NCC3CCCO3)nc3ccccc3c2=O)cc1Cl (configuration not stated)	7	.	-2	.	.	0.0	i	.	1.1	17
O=C(CS(=O)(=O)c1ccc(F)cc1)NCc1ccccc1	-8	-0.5	0	.	.	1.8	-1.2	-3	-4.1	4
CC(=O)NC(O)C(=O)c1ccco1 (configuration not stated)	-11	0.5	-1	0	20	1.2	i	-5	1.1	3

Following part
SMILES	CCHFV vOTU inh	PfHsp40 yeast	Anthrax LF inh2	SARS 3CLpro inh	DUSP3 inh	TcdB GH inh	Vc quorum ag	PriA SSB inh	BoNT A protease	Y pestis TopoI
Cc1ccc(-c2c(C)n([O-])c3c([n+]2=O)CCC3)cc1	16	-0.6	1	-1	11	.	-0.4	7	1.5	-6
O=C(N/N=C/c1c[nH]c2ccccc12)c1ccc(O)c(O)c1	12	0.8	-15	-4	-2	0.1	i	.	-4.6	-4
CCOc1ccccc1OCCCC(=O)ON=C(N)c1ccccc1	16	1.1	-6	.	.	-1.7	-11	-82	-0.2	13
COc1cccc(CN2CCNC(=O)C2CC(=O)NC2CCCC2)c1OC (configuration not stated)	10	-2.1	-2	-9	44	2.1	-0.8	2	0.1	7
O=[N+]([O-])c1cccc(CN2CCN(c3ncccn3)CC2)c1	2	-0.9	-21	-2	15	0.4	-0.1	-12	-6.4	0
CCN1CCC[C@H]1CNC(=O)c1c(O)c(Cl)cc(Cl)c1OC	-3	0.8	-3	1	16	0.4	3.8	-2	0.4	0
CCCCC(=O)NC1(C(F)(F)F)C(=O)N(Cc2ccco2)C(C)=C1C(=O)OC (configuration not stated)	3	-0.4	-2	-2	7	.	i	-14	-0.6	-3
CC(C)CC(=O)N/N=C/c1c(N)n(C)c(=O)n(C)c1=O	1	1.0	3	2	13	1.0	-0.5	i	1.5	5
Cc1ccc(N(C(=O)c2ccc(S(=O)(=O)N3CCOCC3)cc2)C2C=CS(=O)(=O)C2)cc1C (configuration not stated)	1	-0.6	-2	0	25	2.0	i	-11	0.3	-6
COc1ccc(Cc2nc3ccccc3n2C)cc1	4	0.2	-5	-1	16	-3.6	-0.5	-2	-0.7	5
COc1ccc(CCNC(=O)c2cnn3c(C(F)F)cc(C)nc23)cc1OC	3	0.0	-2	-2	2	0.4	-0.3	-6	0.3	4
CC1(C)NC(=O)N(CC(=O)OCC(=O)Nc2c(Br)cc([N+](=O)[O-])cc2Br)C1=O	3	2.2	-7	.	.	0.7	-5.0	-11	0.5	-4
Nc1nnc(-c2cccnc2)s1	-3	-0.3	14	-4&9	-1&22	.	0.7	-8	1.4	-6
CCOC(=O)C1CCN(C(=O)COC(=O)c2cccc(F)c2)CC1	1	-0.3	1	-1	12	1.2	-2.0	-8	-0.7	2
Cc1ccc(CNC(=O)C2CCCN(S(=O)(=O)N3CCC(C)CC3)C2)cc1 (configuration not stated)	-2	-0.8	1	1	-1	1.0	0.5	-3	0.8	14
O=C(CNC(=O)c1cccs1)OCC(=O)c1ccccc1	7	0.3	-2	-5	-6	-0.3	i	-4	0.4	2
Cc1nn(C)c(C)c1CNC(=O)c1nn2c(c1Cl)NC(c1cccs1)CC2C(F)(F)F (configuration not stated)	2	-0.4	-2	0	-4	0.2	-0.3	5	-0.2	10
C(=N\Nc1nc(Nc2ccccc2)nc(Nc2ccccc2)n1)/c1cccnc1	6	1.2	1	1	23	.	i	.	0.0	39
COc1ccc(C2=NN(c3ccccc3)C(c3cn(CCC(=O)O)nc3-c3ccccc3)C2)cc1 (configuration not stated)	-38	1.6	3	5	5	0.1	0.7	-4	0.4	32
CC(NCc1cccs1)C(=O)NC1CCCCC1 (configuration not stated)	-7	0.9	-2	6	5	0.5	-0.6	-5	0.6	4
O=C(CCc1nnc2ccc(N3CCC4(CC3)OCCO4)nn12)N1CCCCC1	-3	-1.7	1	-7	17	0.7	-0.2	6	0.4	3
CC(C)(C)c1ccc(/C=C/C(=O)NCCCN2CCOCC2)cc1	22	0.5	-16	-1	-37	-2.1	i	3	-1.2	9
CN1CCN(S(=O)(=O)c2ccc(NC(=O)c3cccs3)cc2)CC1	5	-1.5	4	4	11	.	-1.1	-2	-0.5	-7
COC(=O)c1ccc(NC(=O)CSc2nnc(-c3ccncc3)n2C)cc1	4	-1.2	?	0	8	.	-0.3	-3	?	3
COc1ccc(NC(=O)CN(Cc2ccccc2)Cc2ccccc2)cc1S(N)(=O)=O	-14	1.3	-1	0	-7	.	-0.4	1	-0.8	40

Complete entries, quoted from the list. Screens in order: CCHFV vOTU inh | PfHsp40 yeast | Anthrax LF inh2 | SARS 3CLpro inh | DUSP3 inh | TcdB GH inh | Vc quorum ag | PriA SSB inh | BoNT A protease | Y pestis TopoI
COc1ccc(Cc2nc3ccccc3n2C)cc1 across the screens: 4 | 0.2 | -5 | -1 | 16 | -3.6 | -0.5 | -2 | -0.7 | 5
N#Cc1cc2c(nc1SCC(O)CS(=O)(=O)Cc1ccccc1)CCCC2 (configuration not stated) across the screens: -4 | -2.2 | -6 | -1 | 30 | -0.6 | i | -11 | 0.0 | 20
O=C(CCc1nnc2ccc(N3CCC4(CC3)OCCO4)nn12)N1CCCCC1 across the screens: -3 | -1.7 | 1 | -7 | 17 | 0.7 | -0.2 | 6 | 0.4 | 3
Cc1nn(C)c(C)c1CNC(=O)c1nn2c(c1Cl)NC(c1cccs1)CC2C(F)(F)F (configuration not stated) across the screens: 2 | -0.4 | -2 | 0 | -4 | 0.2 | -0.3 | 5 | -0.2 | 10
O=C(CNC(=O)c1cccs1)OCC(=O)c1ccccc1 across the screens: 7 | 0.3 | -2 | -5 | -6 | -0.3 | i | -4 | 0.4 | 2

Additional entries follow:
SMILES	CCHFV vOTU inh	PfHsp40 yeast	Anthrax LF inh2	SARS 3CLpro inh	DUSP3 inh	TcdB GH inh	Vc quorum ag	PriA SSB inh	BoNT A protease	Y pestis TopoI
Cc1ccc(C)n1-c1ccc(N2CCOCC2)c(Br)c1	12	-0.9	4	1	4	.	0.4	-6	3.8	-3
Cc1cc(C)c(S(=O)(=O)N2CCCCC2C(=O)O)c(C)c1 (configuration not stated)	-8	-0.7	0	3	13	13*	i	4	-0.1	1
CCOC(=O)C1=C(c2ccccc2)NC(=O)N(C(C)=O)C1c1cccc([N+](=O)[O-])c1 (configuration not stated)	7	0.1	-2	-2	11	1.3	i	2	-0.5	1
O=c1c2cc(N3CCOCC3)ccc2[nH]c(=S)n1Cc1cccc(Cl)c1	5	-2.0	-1	0	25	.	-2.4	-2	0.1	-13
CC1CC(C)(C)CC2(C1)NC(=O)N(CC(=O)OCc1ccc(Br)cc1)C2=O (configuration not stated)	8	-0.2	.	.	.	0.1	i	-11	.	9
CC(C)C(=O)N1CCN(S(=O)(=O)c2ccc3ccccc3c2)CC1	6	-0.4	12	-2	16	0.0	-0.5	-8	1.2	10
COCCn1c(SCc2c(F)cccc2Cl)nc2c1c(=O)[nH]c(=O)n2C	0	-0.2	-4	-2	10	.	-2.5	-16	-0.8	8
COc1ccc(-c2cc(C(=O)OCC(=O)NC(C)C)c3ccccc3n2)cc1	-8	0.9	-3	-2	7	1.7	i	-4	1.5	-2
COC(=O)CN1C(=O)[C@H]2[C@@H](c3ccc(C)o3)N3C(=O)CN(Cc4ccc(-c5ccccc5)cc4)C(=O)[C@@]3(C)[C@H]2C1=O	-5	0.6	4	-2	13	0.2	i	11	0.1	16
CCOC(=O)/C(C#N)=C/NC(=O)NC(C)(C)C	8	-0.4	5	3	25	0.3	i	-6	0.3	9
CC1CCC2(CC1)NC(=O)N(CC(=O)NCc1ccco1)C2=O (configuration not stated)	0	.	-2	.	.	0.5	-0.3	.	0.0	9

The list is partial; rates above refer to the full screens.
